FUS yeast rescue – suppressors of FUS proteinopathy in yeast. 0.24% of 390,000 active. Potency, µM (titrated, usually from 76.6 µM), without a hit: at the highest dose growth rescue (activation), actives largely listed as activators. S. cerevisiae FUS-expressing, growth rescue, OD600, 24 h;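 note: potency is the fitted concentration of half-maximal effect; plate controls were DMSO vehicle for no effect and reference control for full effect; nearly all actives have a fitted effect of over 55% in size; some results filed as inactive show a strong effect at the top dose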
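Restored growth of FUS-toxic S. cerevisiae, read as 600 nm absorbance after 24 h at 30C in galactose medium (starting OD 0.005). Controls CP55940 and DMSO.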
EPAC1 ag – activates human EPAC1 exchange factor. Potency, µM (series often up to 154 µM), for inactives: at the highest dose activation, most hits filed as activators. EPAC1 agonist qHTS, biochemical assay; response scale: 100% = response to 6.5 mM cAMP. 0.073% of 360,000 active. AID 720707; note: potency is the fitted concentration of half-maximal effect; nearly all actives have a fitted effect of over 60% in size
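Multi-concentration qHTS readout: loss of Rap1B-bound BODIPY-GDP fluorescence driven by 100 nM EPAC1 with excess GDP (50 uM), monitored kinetically at room temperature; agonist response expressed relative to 6.5 mM cAMP.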
Abeta rescue – A-beta toxicity reversal in yeast; AID 1347071; yeast expressing A-beta42, growth rescue, OD600, 48 h; response scale: 0% DMSO, 100% iron-clioquinol control; 0.063% of 410,000 active; Potency, µM (titrated, usually from 46.1 µM), for the others: at the highest dose growth rescue, usual class: activators; note: potency is the fitted concentration of half-maximal effect; nearly all actives have a fitted effect of over 55% in size
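Yeast A-beta toxicity model in growth medium with pinned compounds, 48 h at 30 C; growth read as absorbance at 600 nm. Normalized to FeCl3/clioquinol equimolar mix (positive) and DMSO (negative).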
IL2 activator – activates IL-2 in a cell-based reporter assay | activation, % (series mostly up to about 46 µM) | 0.065% of 360,000 active | AID 652025 | IL-2 activation reporter assay, cell-based qHTS; stimulated with anti-CD3/CD4/CD28 beads; in transgenic mouse T cells; in the data active = activation above about 50%; inconclusive = mostly about 30% to 49%; note: 0% is about no effect
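First, unstimulated transgenic mouse T cells were exposed to compound for 60 min. Next, anti-CD3/anti-CD4-coated beads with anti-CD28 were added. Finally, after 18 h at 37 degrees C, EGFP and DsRed were imaged.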
PI5P4Ka inh – inhibitors of human PI5P4K alpha; PI5P4Kalpha enzyme, ADP-Glo luminescence, 60 min; stronger effect = lower value; max response, %; 1.2% of 330,000 active; active = max response of -50% or lower; inconclusive = between -30% and -50%; inactive = -30% or higher; note: value at the top dose of about 77 µM; % is set by controls: 0 for no effect and ±100 for the full control effect
Target sequence (P48426 whole entry, looked up): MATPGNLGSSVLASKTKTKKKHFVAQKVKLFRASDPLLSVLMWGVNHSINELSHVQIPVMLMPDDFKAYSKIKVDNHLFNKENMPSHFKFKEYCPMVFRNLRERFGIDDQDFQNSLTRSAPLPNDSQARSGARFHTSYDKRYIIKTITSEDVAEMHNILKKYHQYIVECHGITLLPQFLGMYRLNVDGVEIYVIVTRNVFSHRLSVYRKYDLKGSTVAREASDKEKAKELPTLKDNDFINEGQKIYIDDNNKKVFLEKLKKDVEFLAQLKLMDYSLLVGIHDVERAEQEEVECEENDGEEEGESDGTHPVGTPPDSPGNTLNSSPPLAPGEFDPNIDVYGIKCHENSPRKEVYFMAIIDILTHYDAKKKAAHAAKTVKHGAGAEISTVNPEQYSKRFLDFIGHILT
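ADP-Glo luminescence end-point read after a 60 min room-temperature kinase reaction of PI5P4Kalpha plus substrate, initiated with ATP at 5 microM final. Buffer: 0.038 M HEPES pH 7.4, EGTA, 0.1% CHAPS, 5% DMSO.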
PLK1 PBD inh – PLK1 (human) polo-box domain binding inhibition | Plk1 PBD binding of FITC phosphopeptide, fluorescence polarization | 2.8% of 360,000 active | Potency, µM, without a hit: max response, negative = inhibition, usual class: inhibitors | AID 720504; note: potency is the fitted concentration of half-maximal effect; series mostly up to about 57 µM; % is set by controls: 0 for no effect and ±100 for the full control effect; nearly all actives have a fitted effect of over 65% in size
Target sequence (P53350 whole entry, looked up, the tested form may be a part): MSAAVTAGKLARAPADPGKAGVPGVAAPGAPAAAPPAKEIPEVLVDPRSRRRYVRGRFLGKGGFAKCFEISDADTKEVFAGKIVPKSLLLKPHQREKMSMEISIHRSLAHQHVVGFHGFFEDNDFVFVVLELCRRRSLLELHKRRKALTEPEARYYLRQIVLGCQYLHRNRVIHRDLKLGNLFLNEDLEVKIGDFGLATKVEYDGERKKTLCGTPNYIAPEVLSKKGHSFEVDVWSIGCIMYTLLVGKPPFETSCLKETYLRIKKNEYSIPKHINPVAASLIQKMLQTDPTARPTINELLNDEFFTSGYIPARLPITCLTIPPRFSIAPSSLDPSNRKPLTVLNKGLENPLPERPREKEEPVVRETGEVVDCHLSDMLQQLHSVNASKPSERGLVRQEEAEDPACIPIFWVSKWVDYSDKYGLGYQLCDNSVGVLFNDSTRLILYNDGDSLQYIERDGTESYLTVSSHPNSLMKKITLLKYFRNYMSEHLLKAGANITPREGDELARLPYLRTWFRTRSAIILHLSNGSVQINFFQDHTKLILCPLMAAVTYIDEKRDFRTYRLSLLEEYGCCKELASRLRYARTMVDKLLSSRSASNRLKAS
WRN helicase inh – blocks human WRN helicase | Q14191 | WRN helicase unwinding, fluorescent forked duplex, kinetic | Potency, µM (series often up to 114 µM), inactives show at the highest dose activity change, negative = inhibition, most hits filed as inhibitors | 0.46% of 360,000 active | AID 651768; note: potency is the fitted concentration of half-maximal effect; % is set by controls: 0 for no effect and ±100 for the full control effect; nearly all actives have a fitted effect of over 55% in size
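Kinetic red-fluorescence monitoring (525/598 nm) tracks WRN helicase activity after 100 nM fluorophore-quencher forked duplex and 2 mM ATP are added to 20 nM enzyme pretreated 15 min at room temperature with compound.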
EPAC1 antag – antagonists of human EPAC1. O95398. EPAC1 GEF assay, Rap1b-BODIPY-GDP exchange fluorescence. Potency, µM (series often up to 115 µM), inactives show top-dose activity change, negative = inhibition, most hits filed as inhibitors. 0.14% of 360,000 active. AID 720709;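 note: potency is the fitted concentration of half-maximal effect; plate controls were vehicle for no effect and positive control for full effect; nearly all actives have a fitted effect of over 50% in size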
An asterisk follows results filed as active; u = inconclusive; x = no result given; [ ] = remark or other dose. Unless noted, calls come from the whole dose curve; as a rule, active = well fitted curve in the direction sought with a large enough effect; inconclusive = small, poorly fitted or top-dose-only effect, or another doubt; inactive = no such curve, though single readings can be large; an effect the other way counts as inactive or inconclusive.

SMILES	FUS yeast rescue	EPAC1 ag	Abeta rescue	IL2 activator	PI5P4Ka inh	PLK1 PBD inh	WRN helicase inh	EPAC1 antag
CN(CC(=O)Nc1ccc(Cl)c(C(F)(F)F)c1)CC(=O)NC1CCCCC1	2%	-8%	-2%	0.7	11	-3%	-10%	-16%
CN(C(=O)CCN1C(=O)C2C3C=CC(C3)C2C1=O)c1ccccc1 (stereo unspecified)	-1%	10%	13%	-1.3	4	u	1%	9%
CCOCCCNC(=O)c1ccc(OC(C)=O)cc1	-4%	1%	14%	1.6	1	-8%	-4%	-4%
CC[C@H](C)[C@@H](CO)NC(=O)[C@H]1O[C@@H](n2ccc(N)nc2=O)[C@H](O)[C@@H]1O	-21%	-15%	-13%	0.9	-12	0%	6%	11%
COc1ccc(Cl)cc1NC(=O)NC(C)C(C)(C)C (stereo unspecified)	19%	-12%	4%	-2.9	18	-2%	-3%	-1%
Cc1ccc(NC(=O)CN(C)C(=O)/C=C/c2cccs2)cc1	x	-10%	-7%	1.1	2	-2%	8%	-1%
CCOc1cc(/C=N/NC(=O)COc2nc(C)cc(COC)c2C#N)ccc1O	-28%	5%	-9%	0.6	0	-2%	-6%	1%
CCc1nnc(NC(=O)CSc2nnc(CNc3cccc(C)c3)n2-c2ccccc2)s1	12%	-8%	5%	0.2	0	-3%	2%	-2%
COc1ccc2c(c1)OC(=O)CC2c1cc(OC)c(OC)c(OC)c1 (stereo unspecified)	-9%	8%	13%	-0.4	-2	-8%	-5%	u
CCCc1cc(=O)[nH]c(SCC(=O)Nc2ccc(Br)cc2Br)n1	35%	6%	7%	0.5	2	-11%	-11%	-6%
Clc1ccc(Oc2nc(Oc3ccc(Cl)cc3)nc(N3CCOCC3)n2)cc1	38%	12%	0%	-3.8	x	-11%	-3%	-14%
CCOC(=O)c1c(C)[nH]c(C)c1C(=O)COc1ncnc2cc([N+](=O)[O-])ccc12	24%	-5%	-11%	-1.5	-10	-1%	-27%	-9%
COc1ccc(C(=O)Nc2ccc(C(=O)NCCc3ccccc3)cc2)cc1	3%	-9%	-10%	0.5	-8	-15%	-7%	-6%
CC(C)N1C(=O)CCC1C(=O)N1CCC(Cc2ccccc2)CC1 (stereo unspecified)	-18%	-3%	-9%	-2.8	-1	-5%	-7%	3%
O=c1[nH]c2cccnc2n1-c1ccc([N+](=O)[O-])cc1	-5%	7%	-3%	-0.5	3	-8%	5%	u
Fc1cccc(F)c1-n1c(CN2CCOCC2)csc1=S	-12%	4%	5%	0.7	7	-3%	1%	-7%
O=C(NCc1ccccn1)c1cc(S(=O)(=O)N2CCCCC2)ccc1Cl	-7%	3%	0%	1.8	5	-6%	0%	-8%
COc1ccc(C(=O)Nc2nc3cc(OC)c(OC)cc3c(=O)[nH]2)cc1	9%	2%	2%	-0.2	-2	-5%	6%	-15%
CC(=O)Nc1ccccc1NC(=O)C/C(C)=N/NC(=O)c1ccccn1	20%	2%	-1%	-0.3	-7	27µM*	-3%	-1%
O=C(COc1ccc(=O)n(-c2ccccc2)n1)Nc1ccccc1	1%	-5%	-2%	-2.1	7	4%	7%	u
NC1=NC(=O)/C(=C/c2ccccc2OCC(=O)Nc2ccc(F)cc2)S1	9%	-2%	3%	-0.3	-3	3%	-11%	4%
CCNC(=S)Nc1ccc2ncoc2c1	17%	5%	5%	1.3	3	-4%	-1%[57.1 µM]	-24%
Cc1csc(NC(=O)CSc2nc(C(C)C)nc3ccccc23)n1	23%	12%	12%	-0.1	0	-13%	8%	-17%
Cc1cccc(-n2nc(CC#N)c(C#N)c2N)c1	-3%	-11%	-5%	-1.4	-20	-11%	-1%	-4%
O=[N+]([O-])c1cc(-c2nc(-c3ccncc3)no2)ccc1Cl	-9%	5%	-3%	0.2	3	-9%	-16%	-19%
CCC(C)c1ccc(S(=O)(=O)N2CCN(c3ccccn3)CC2)cc1 (stereo unspecified)	0%	-6%	5%	-1.3	13	9%	1%	-7%
CN1CCN(CCC(=O)N/N=C/c2cc([N+](=O)[O-])ccc2OC(F)F)CC1	5%	5%	6%	0.1	0	-5%	10%	-5%
O=C1OCCC1=COCCOC=C1CCOC1=O	10%	7%	-4%	-1.8	0	2%	7%	3%
O=C(CSc1nc(O)c(C(c2ccccc2)c2ccccc2)c(=O)[nH]1)N1CCOCC1	28%	6%	4%	-2.2	-29	-8%	-8%[57.1 µM]	13%
COc1cccc(N2CC(C(=O)Nc3nnc(SCC(=O)Nc4ccc(NC(C)=O)cc4)s3)CC2=O)c1 (stereo unspecified)	33%	13%	-1%	0.0	-12	-18%	-35%	-13%
O=C(CCCN=C1NS(=O)(=O)c2ccccc21)Nc1ccc(Cl)cc1	-11%	-3%	-5%	0.0	0	2%	-7%	-21%
NC(=O)c1ccc(NC(=O)COC(=O)C2CC(=O)N(Cc3ccccc3)C2)cc1 (stereo unspecified)	6%	12%	5%	0.0	-2	-5%	-4%	6%
O=C(C[n+]1cccc(CNC(=O)c2ccc(OC(F)F)cc2)c1)c1ccccc1	10%	5%	0%	0.3	2	-22%	-33%[57.1 µM]	u
O=C1c2ccccc2C(=O)N1Nc1ccccc1	x	6%	-2%	-4.6	-6	-17%	-20%	-18%
CCOc1ccc(Br)cc1S(=O)(=O)NCCN1CCCC1	-13%	3%	1%	0.2	-8	-5%	4%	4%
COCCOC(=O)/C=C1/NC(=O)CS1	20%	-7%	-7%	-2.4	7	-7%	4%	7%
Cc1ccccc1-c1nnc(-c2ccc(Br)cc2)o1	42%	-2%	-6%	-3.8	19	-3%	-9%	4%
COc1ccc(/C=N/NC(=O)c2ccco2)cc1COc1ccc(F)cc1	1%	3%	7%	-1.6	11	-10%	-34%	-25%
Cc1cccc(C(=O)N2CCC(=O)N(C(COCc3cccc(Cl)c3)Cc3ccccc3)CC2)c1 (stereo unspecified)	u	9%	2%	-4.8	9	-5%	-7%	-21%
O=C(COC(=O)COc1ccccc1)NC1CCS(=O)(=O)C1 (stereo unspecified)	19%	-10%	-10%	0.8	-1	-10%	9%	2%
O=[N+]([O-])c1cc(NCCO)c(N2CCCCCC2)c2nonc12	-2%	-2%	-1%	2.2	-7	-6%	2%[57.1 µM]	-9%
O=C1NC(=Nc2ccccc2)S/C1=C\c1cccs1	-9%	11%	-2%	-0.1	-20	-25%	-13%[57.1 µM]	-11%
COc1ncccc1-c1nnn(-c2ccccc2Br)n1	-3%	-3%	-23%	-0.4	-15	-19%	6%	-1%
Cc1ccc(NC(=O)NC2(C(=O)NCc3ccccc3)CCCCC2)cc1	9%	4%	11%	-0.5	x	-1%	3%	4%
CCN(C(=O)CCC(=O)N(CC)c1ccccc1)c1ccccc1	11%	-6%	-6%	0.5	-6	2%	0%	6%
COC(=O)COc1ccc2oc(=O)cc(-c3cc4ccccc4o3)c2c1	-4%	-7%	u	-3.7	-5	-5%	-1%	9%
CC1CN(Cc2cc(=O)[nH]c(C3CC3)n2)CC(C)O1 (stereo unspecified)	7%	4%	9%	-2.0	x	-2%	7%	-1%
Cc1nnc(SCC(=O)Nc2ccc(N3CCN(S(C)(=O)=O)CC3)cc2)o1	19%	3%	-3%	0.3	-9	-19%	-4%	8%
Cc1onc(-c2ccccc2Cl)c1C(=O)NCCN1Cc2ccccc2C1=O	1%	0%	19%	0.4	x	-2%	1%	17%
CC(C)(C)C1CCc2c(sc(NC(=O)c3cccs3)c2C(=O)N2CCCCC2)C1 (stereo unspecified)	31%	-7%	18%	-0.5	-2	-2%	-8%	0%
O=C(CCSc1nnc(-c2ccco2)o1)Nc1ccc(F)cc1	6%	12%	8%	-0.5	0	1%	3%	-16%
CC1=C(C(=O)Nc2ccccc2C)C(c2ccc(C)o2)C2=C(CCCC2=O)N1 (stereo unspecified)	u	-14%	-16%	-0.1	x	-11%	-16%	-8%
Cc1nnc(N)nc1C	-15%	5%	28%	1.9	0	-5%	-1%	-6%
O=C1c2cccc3c(N4CCCCC4)ccc(c23)C(=O)N1c1ccc(O)cc1	-5%	11%	-3%	13	-5	7%	0%	14%

Gathered by group, the entries above containing fluorine.
SMILES	FUS yeast rescue	EPAC1 ag	Abeta rescue	IL2 activator	PI5P4Ka inh	PLK1 PBD inh	WRN helicase inh	EPAC1 antag
CN(CC(=O)Nc1ccc(Cl)c(C(F)(F)F)c1)CC(=O)NC1CCCCC1	2%	-8%	-2%	0.7	11	-3%	-10%	-16%
Fc1cccc(F)c1-n1c(CN2CCOCC2)csc1=S	-12%	4%	5%	0.7	7	-3%	1%	-7%
NC1=NC(=O)/C(=C/c2ccccc2OCC(=O)Nc2ccc(F)cc2)S1	9%	-2%	3%	-0.3	-3	3%	-11%	4%
CN1CCN(CCC(=O)N/N=C/c2cc([N+](=O)[O-])ccc2OC(F)F)CC1	5%	5%	6%	0.1	0	-5%	10%	-5%
O=C(C[n+]1cccc(CNC(=O)c2ccc(OC(F)F)cc2)c1)c1ccccc1	10%	5%	0%	0.3	2	-22%	-33%[57.1 µM]	u
COc1ccc(/C=N/NC(=O)c2ccco2)cc1COc1ccc(F)cc1	1%	3%	7%	-1.6	11	-10%	-34%	-25%
O=C(CCSc1nnc(-c2ccco2)o1)Nc1ccc(F)cc1	6%	12%	8%	-0.5	0	1%	3%	-16%

Screening data as filed in PubChem BioAssay.
